TbMetRS inhib: blocks T. brucei methionyl-tRNA synthetase activity | purified T. brucei MetRS, ATP depletion, Kinase-Glo luminescence | inhibition, % at 11.9 µM | 0.4% of 360,000 active | AID 624268;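 active = inhibition above a per-plate cutoff of the control wells' mean inhibition plus 3 SD, cut at about 5.5% in these data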;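 also: 0% = DMSO wells median and 100% = median of wells with control inhibitor compound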
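Measured by: Kinase-Glo luciferase luminescence reporting remaining unconsumed ATP. Material: purified T. brucei MetRS enzyme. Doses: 11.9 µM compound single dose, 0.9% DMSO. Medium: HEPES buffer containing pyrophosphatase, BSA, spermine, DTT. Times: 15 min preincubation, 2 h reaction, all 25 °C. Reagent: methionine, ATP and bulk E. coli tRNA.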
eLon inh: inhibitors of E. coli Lon protease; P0A9M0; purified E. coli Lon protease, fluorescence polarization; inhibition, % at 7.94 µM; 0.42% of 360,000 active; AID 602123; in the data active = inhibition above about 13%, passing the limit was not always enough;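 also: 0% = enzyme with probe and DMSO and 100% = no enzyme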
CendR NRP1 mod: NRP-1/CendR interaction modulation; FAM-RPARPAR peptide binding to NRP-1, fluorescence polarization; inhibition, % at 25 µM; 0.85% of 360,000 active;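 active = inhibition or corrected inhibition above about 18%, plus a signal ratio from 0.5 to 1.5, limit read from the data, passing the limit was not always enough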; also: strong numbers were not always called active
SKN-1 inh: inhibitors of C. elegans SKN-1. C. elegans VP596 Pgst-4::GFP/RFP ratio, acrylamide-induced, 24 h. inhibition, % at 21.8 µM. 0.49% of 360,000 active;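 active = interference check ratio from 0.5 to 1.5 plus GFP to RFP signal ratio inhibition reaching or exceeding a fixed threshold, cut at about 30% in these data, passing the limit was not always enough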; also: some compounds called inactive have numbers as strong as hits
MT1-MMP act inh: MT1-MMP (human) activation inhibition | 0.061% of 360,000 active | AID 651647 | GFP/RFP ratio change, % at 20 µM | HT1080 RFP-PRO-GFP cells, GFP/RFP ratio fluorescence, overnight; percent of plate control window, DMSO zero;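 active = GFP/RFP ratio change of at least 30% with cell ATP level not reduced by more than half and red fluorescence within 50% of control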; also: strong numbers were not always called active
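Test system: HT1080 RFP-PRO-GFP cells; Benchmarks: DMSO and RFP-L50D-GFP cell wells; Timing: cells overnight before dosing, compound overnight, 37 °C, 5% CO2; Compound: one 20 µM compound dose with 1% DMSO; Read-out: GFP/RFP fluorescence ratio.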
MsrA act: bovine methionine sulfoxide reductase A activation; purified bovine MsrA, absorbance read-out; activation, % at 10.6 µM; 0.3% of 360,000 active; in the data active = activation above about 7.5%;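 also: 0% = vehicle and 100% = reference activator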
MsrA inhibitor: inhibitors of bovine MsrA. purified bovine MsrA, absorbance read-out. inhibition, % at 15.5 µM. 0.75% of 360,000 active; in the data active = inhibition above about 4.5%;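 also: 0% = vehicle wells with enzyme and 100% = reference inhibitor wells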
FAS-TE inh: inhibitors of human fatty acid synthase thioesterase domain | 0.67% of 360,000 active | recombinant FAS-TE, OMFH fluorogenic substrate, fluorescence endpoint | inhibition, % at 15 µM | AID 602261 | P49327;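 active = compounds whose normalised, plate-corrected inhibition of enzyme fluorescence in the single-dose primary screen is 50% or more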;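 also: 0% = DMSO with enzyme and 100% = substrate without enzyme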
PABP1 MLLE inh: blocks PAM2 peptide binding to the PABP1 MLLE domain; P11940; GST-MLLE / FITC-PAM2 fluorescence polarization; inhibition, % at 20 µM; 0.36% of 360,000 active; in the data active = inhibition above about 35%, passing the limit was not always enough;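 also: plate controls were DMSO wells with GST-MLLE for no effect and wells lacking GST-MLLE protein for full effect; some results filed as inactive read as strong as hits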
Target sequence (P11940 whole entry, looked up, the tested form may be a part): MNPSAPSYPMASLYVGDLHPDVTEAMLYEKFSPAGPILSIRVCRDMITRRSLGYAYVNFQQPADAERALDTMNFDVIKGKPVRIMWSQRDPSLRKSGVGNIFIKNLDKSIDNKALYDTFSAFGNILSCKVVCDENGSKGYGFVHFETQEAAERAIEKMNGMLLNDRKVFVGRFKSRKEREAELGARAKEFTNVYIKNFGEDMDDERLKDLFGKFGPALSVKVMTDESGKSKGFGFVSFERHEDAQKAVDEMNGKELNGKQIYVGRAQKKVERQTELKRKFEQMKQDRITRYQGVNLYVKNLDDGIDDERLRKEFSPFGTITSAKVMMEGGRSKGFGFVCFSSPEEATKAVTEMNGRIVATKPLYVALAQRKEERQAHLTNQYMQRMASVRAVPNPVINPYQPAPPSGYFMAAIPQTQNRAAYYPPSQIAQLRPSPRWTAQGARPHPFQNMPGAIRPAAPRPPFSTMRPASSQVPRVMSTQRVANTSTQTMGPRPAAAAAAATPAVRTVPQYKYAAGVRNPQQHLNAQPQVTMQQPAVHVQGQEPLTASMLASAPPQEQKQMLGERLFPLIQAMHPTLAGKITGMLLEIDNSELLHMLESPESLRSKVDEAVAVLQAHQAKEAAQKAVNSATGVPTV
The depositor's hits bear a star.

Screens by letter: A = TbMetRS inhib; B = eLon inh; C = CendR NRP1 mod; D = SKN-1 inh; E = MT1-MMP act inh; F = MsrA act; G = MsrA inhibitor; H = FAS-TE inh; I = PABP1 MLLE inh
1. Cc1cc(C)cc(NC(=O)c2cccc(N3C(=O)C4C5C=CC(C5)C4C3=O)c2)c1 (centres undefined)
  A: -0.5 | B: -1.6 | C: 11.5 | D: 2.6 | E: -2.1 | F: 0.8 | G: 1.2 | H: 8.6 | I: -20.8

2. O=C1CC(c2ccco2)Cc2nc(N3CCN(Cc4ccc5c(c4)OCO5)CC3)ncc21 (centres undefined)
  A: -1.0 | B: 6.4 | C: -5.2 | D: -10.4 | E: -0.1 | F: 0.5 | G: 1.7 | H: 2.4 | I: 8.2

3. CCOC(=O)c1cc2c(ccn2C)n1CC(=O)N1CCN(c2cccc(C(F)(F)F)c2)CC1
  A: -1.7 | B: 9.7 | C: 3.2 | D: 6.9 | E: -3.9 | F: -12.0 | G: -0.3 | H: 9.9 | I: 3.6

4. C=CC[C@H](CC(=O)N(CCO)Cc1ccccc1)C(=O)NC[C@H](OC(=O)[C@@H](CC=C)CC(=O)OC(C)(C)C)c1ccccc1
  A: -0.2 | B: -7.2 | C: 5.9 | D: -1.1 | E: -12.9 | F: 1.9 | G: -0.4 | H: 9.7 | I: -0.3

5. COc1ccccc1N(C)S(=O)(=O)c1ccc(C(=O)NC(C)(C)C)cc1
  A: 0.2 | B: 0.9 | C: 1.6 | D: 0.5 | E: 4.7 | F: -2.4 | G: -1.1 | H: -3.3 | I: -6.0

6. CN(C)S(=O)(=O)c1ccc(Cl)c(C(=O)OCC(=O)NC(=O)c2cccn2C)c1
  A: 0.0 | B: 13.1 | C: -8.1 | D: 9.8 | E: -2.6 | F: -2.4 | G: -0.6 | H: -9.0 | I: 0.4

7. CCCCn1c(N)c(N(CCOC)C(=O)c2cc(-c3ccc(OC)c(OC)c3)nc3ccccc23)c(=O)[nH]c1=O
  A: -0.1 | B: 8.6 | C: -1.2 | D: -13.3 | E: 2.0 | F: -2.5 | G: 2.5 | H: -4.3 | I: -119.1

8. COc1ccccc1OCCC(=O)OCC(=O)NC(C)c1ccccc1 (centres undefined)
  A: -0.9 | B: 0.6 | C: 10.6 | D: 3.9 | E: -1.1 | F: -6.1 | G: 1.7 | H: -7.7 | I: 1.4

9. O=C(Cc1ccccc1)Nc1cccc(C(=O)N/N=C/c2ccco2)c1
  A: -0.3 | B: -8.1 | C: -32.3 | D: -5.3 | E: -0.1 | F: -2.3 | G: 2.3 | H: -8.1 | I: 8.3

10. O=C(O)c1n[nH]c2c1CCCC2
  A: -0.4 | B: 0.3 | C: -3.1 | D: -12.2 | E: 3.3 | F: 0.1 | G: -0.5 | H: -10.4 | I: -6.8

11. Cc1cccc(C)c1NC(=O)CN(C)CC(=O)N1CC(=O)Nc2ccccc21
  A: -0.3 | B: 7.2 | C: 0.0 | D: 3.3 | E: 0.2 | F: -2.0 | G: 0.1 | H: -2.0 | I: -30.2

12. CN1CC(c2ccc(Cl)c(Cl)c2)[C@@]2(COc3ccccc3C2=O)[C@@]12C(=O)Nc1ccccc12 (some centres undefined)
  A: -0.3 | B: 2.5 | C: 8.8 | D: -11.5 | E: -31.9 | F: 1.1 | G: 0.3 | H: 44.5 | I: -4.1

13. CC(=O)C1=CCC(c2ccccc2)N(S(=O)(=O)c2ccc(Cl)cc2)C1 (centres undefined)
  A: -1.3 | B: 0.7 | C: 8.6 | D: 10.3 | E: 2.7 | F: -5.9 | G: 0.4 | H: 16.4 | I: -0.1

14. COC(=O)C1=C(NC(=O)c2ccccc2C)CCS1
  A: -0.8 | B: -4.6 | C: 6.4 | D: 11.0 | E: 0.9 | F: -4.5 | G: 0.2 | H: 4.1 | I: 30.2

15. CCOc1ccc(NS(=O)(=O)c2ccc3c(c2)oc(=O)n3C)cc1
  A: 0.1 | B: -3.1 | C: 0.4 | D: -25.3 | E: 5.6 | F: -2.6 | G: -0.1 | H: -0.2 | I: 2.8

16. O=C(NC1CC1)c1c(O)c2ccccc2[nH]c1=O
  A: -0.4 | B: -4.7 | C: 0.8 | D: 0.6 | E: 3.6 | F: -1.6 | G: -0.7 | H: 0.4 | I: 1.9

17. COC(=O)C(Sc1nc(C)cc(C)c1C#N)c1ccccc1 (centres undefined)
  A: -1.2 | B: 2.0 | C: 10.2 | D: 4.8 | E: 0.8 | F: -2.1 | G: -0.4 | H: 45.5 | I: 7.0

18. CC(=O)Nc1ccc(N(CC(O)Cn2c3ccccc3c3ccccc32)S(=O)(=O)c2ccc(C)cc2)cc1 (centres undefined)
  A: -1.4 | B: 10.4 | C: -6.9 | D: 8.5 | E: -6.1 | F: -6.7 | G: 2.1 | H: 31.2 | I: -2.1

19. CCOC(=O)Cc1csc(NC(=O)c2cccc(N3C(=O)CCC3=O)c2)n1
  A: -0.8 | B: 3.4 | C: 13.0 | D: 7.3 | E: 4.4 | F: -4.2 | G: 0.6 | H: -8.8 | I: -1.0

20. CCCOc1ccc2oc(=O)c3c(c2c1)CCCN3C(=O)CN1CCc2ccccc2C1
  A: -0.5 | B: -0.1 | C: 4.3 | D: 26.6 | E: -3.1 | F: -0.3 | G: 0.7 | H: 29.1 | I: 2.5

21. CNC(=O)c1ccc(NC(=O)c2cc(S(=O)(=O)N3CCOCC3)ccc2N2CCCC2)cc1
  A: -0.1 | B: -6.6 | C: 8.8 | D: 17.2 | E: -0.5 | F: -1.9 | G: 1.5 | H: -4.2 | I: 2.0

22. O=C(OCCCN=C1NS(=O)(=O)c2ccccc21)c1ccccc1F
  A: 0.6 | B: 12.3 | C: 2.5 | D: 16.0 | E: 0.6 | F: -2.5 | G: 0.3 | H: -1.6 | I: -1.9

23. COc1ccccc1N1C(=O)c2ccc(C(=O)Nc3ccc(F)cc3)cc2C1=O
  A: -0.8 | B: -6.1 | C: 2.8 | D: 15.2 | E: -3.2 | F: -1.7 | G: 0.1 | H: 11.4 | I: -0.4

24. O=C(c1ccccc1F)N1CCCC(C(=O)N2CCN(c3ccccc3)CC2)C1 (centres undefined)
  A: -1.4 | B: 14.9 | C: -8.1 | D: 6.3 | E: 0.0 | F: -8.9 | G: 2.0 | H: -6.3 | I: -2.2

As entered above:
#2 in TbMetRS inhib reads -1.0
#14 in MT1-MMP act inh reads 0.9

Entries 17 through 24 from above:
Screens by letter: A = TbMetRS inhib; B = eLon inh; C = CendR NRP1 mod; D = SKN-1 inh; E = MT1-MMP act inh; F = MsrA act; G = MsrA inhibitor; H = FAS-TE inh; I = PABP1 MLLE inh
17. COC(=O)C(Sc1nc(C)cc(C)c1C#N)c1ccccc1 (centres undefined)
  A: -1.2 | B: 2.0 | C: 10.2 | D: 4.8 | E: 0.8 | F: -2.1 | G: -0.4 | H: 45.5 | I: 7.0

18. CC(=O)Nc1ccc(N(CC(O)Cn2c3ccccc3c3ccccc32)S(=O)(=O)c2ccc(C)cc2)cc1 (centres undefined)
  A: -1.4 | B: 10.4 | C: -6.9 | D: 8.5 | E: -6.1 | F: -6.7 | G: 2.1 | H: 31.2 | I: -2.1

19. CCOC(=O)Cc1csc(NC(=O)c2cccc(N3C(=O)CCC3=O)c2)n1
  A: -0.8 | B: 3.4 | C: 13.0 | D: 7.3 | E: 4.4 | F: -4.2 | G: 0.6 | H: -8.8 | I: -1.0

20. CCCOc1ccc2oc(=O)c3c(c2c1)CCCN3C(=O)CN1CCc2ccccc2C1
  A: -0.5 | B: -0.1 | C: 4.3 | D: 26.6 | E: -3.1 | F: -0.3 | G: 0.7 | H: 29.1 | I: 2.5

21. CNC(=O)c1ccc(NC(=O)c2cc(S(=O)(=O)N3CCOCC3)ccc2N2CCCC2)cc1
  A: -0.1 | B: -6.6 | C: 8.8 | D: 17.2 | E: -0.5 | F: -1.9 | G: 1.5 | H: -4.2 | I: 2.0

22. O=C(OCCCN=C1NS(=O)(=O)c2ccccc21)c1ccccc1F
  A: 0.6 | B: 12.3 | C: 2.5 | D: 16.0 | E: 0.6 | F: -2.5 | G: 0.3 | H: -1.6 | I: -1.9

23. COc1ccccc1N1C(=O)c2ccc(C(=O)Nc3ccc(F)cc3)cc2C1=O
  A: -0.8 | B: -6.1 | C: 2.8 | D: 15.2 | E: -3.2 | F: -1.7 | G: 0.1 | H: 11.4 | I: -0.4

24. O=C(c1ccccc1F)N1CCCC(C(=O)N2CCN(c3ccccc3)CC2)C1 (centres undefined)
  A: -1.4 | B: 14.9 | C: -8.1 | D: 6.3 | E: 0.0 | F: -8.9 | G: 2.0 | H: -6.3 | I: -2.2

Screens deposited in PubChem by several laboratories.
